From PubChem
STK33 kin inh – STK33 kinase inhibitors, primary screen, biochemical, luminescence, ADP-Glo, MBP substrate. Serine/threonine-protein kinase 33 (Homo sapiens), Q9BYT3. inhibition, % at 12.5 µM. 27,000 compounds, 0.44% hits; in the data active = inhibition above about 20%
Target sequence (Q9BYT3 whole entry, looked up): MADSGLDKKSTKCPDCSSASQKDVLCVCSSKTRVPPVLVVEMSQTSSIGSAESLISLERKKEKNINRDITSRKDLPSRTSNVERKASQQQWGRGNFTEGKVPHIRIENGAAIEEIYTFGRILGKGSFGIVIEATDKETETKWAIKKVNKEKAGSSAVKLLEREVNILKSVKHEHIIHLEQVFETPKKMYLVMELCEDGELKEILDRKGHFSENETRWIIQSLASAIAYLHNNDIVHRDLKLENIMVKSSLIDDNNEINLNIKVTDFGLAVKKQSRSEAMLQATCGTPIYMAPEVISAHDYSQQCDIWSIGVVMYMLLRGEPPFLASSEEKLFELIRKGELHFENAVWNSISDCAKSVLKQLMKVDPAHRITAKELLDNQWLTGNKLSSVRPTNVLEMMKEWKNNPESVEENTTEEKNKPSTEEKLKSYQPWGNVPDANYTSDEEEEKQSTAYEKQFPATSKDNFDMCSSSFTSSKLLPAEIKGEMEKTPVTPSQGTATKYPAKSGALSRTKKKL
p53 PUMA act – mutant p53 pathway re-activators, primary screen, cell-based, SW480, luciferase, single point, HTS | SW480 PUMA-promoter luciferase, p53 mutant reactivation | activation, % at 9.98 µM | 28,000 compounds, 1.5% hits; in the data active = activation above about 52%
Starred values were filed as active, the others as inactive; . = no result given; & = joins results of further samples. The list is partial; the hit share may differ from the screen's.

SMILES | STK33 kin inh | p53 PUMA act
C=CCN1CCc2cccc3c2[C@H]1Cc1ccc(O)c(O)c1-3 | 3 | 8
CN1C(=O)CCS(=O)(=O)C1c1ccc(Cl)cc1 (stereo unspecified) | -1 | .
COC[C@H]1OC(=O)c2coc3c2[C@@]1(C)C1=C(C3=O)[C@@H]2CCC(=O)[C@@]2(C)C[C@H]1OC(C)=O | 9 | .
O=C(Cn1cc(C(=O)c2ccccc2)c2ccccc21)Nc1ccc(Br)cc1 | 1 | -9
CCCN(CCC)[C@@H]1CCc2cccc(O)c2C1 | . | 8
CC(CCc1ccc(O)cc1)O[C@@H]1O[C@H](CO[C@H]2OC[C@](O)(CO)[C@H]2O)[C@@H](O)[C@H](O)[C@H]1O (stereo partly specified) | 0 | -5
C/C=C\C(=O)O[C@@H]1C[C@H]2O[C@@H]3C=C(C)C(=O)C[C@]3(C)[C@]1(C)[C@]21CO1 | 1 | .
COc1ccccc1N1C(=O)NC(=O)C(CCc2ccncc2)(Cc2cccc3ccccc23)C1=O (stereo unspecified) | 7 | -7
C[C@@H]1C[C@@H]([C@H](O)CC2CC(=O)NC(=O)C2)C(=O)[C@@H](C)C1 | -4 | .
CC(N)Cc1c[nH]c2ccc(OCc3cccs3)cc12 (stereo unspecified) | 1 | .

Profiles, looked up by structure. Order of values: STK33 kin inh	p53 PUMA act
`C/C=C\C(=O)O[C@@H]1C[C@H]2O[C@@H]3C=C(C)C(=O)C[C@]3(C)[C@]1(C)[C@]21CO1` in the list: 1	.
`CC(CCc1ccc(O)cc1)O[C@@H]1O[C@H](CO[C@H]2OC[C@](O)(CO)[C@H]2O)[C@@H](O)[C@H](O)[C@H]1O` (stereo partly specified) in the list: 0	-5
`C[C@@H]1C[C@@H]([C@H](O)CC2CC(=O)NC(=O)C2)C(=O)[C@@H](C)C1` in the list: -4	.

Further entries follow:
SMILES | STK33 kin inh | p53 PUMA act
CC1(C)C(=O)C=C[C@@]2(C)C1C[C@@H](O)[C@]1(C)C2CC[C@@]2(C)[C@H](c3ccoc3)OC(=O)[C@H]3O[C@]321 (stereo partly specified) | 3 | .
COc1ccc(CC2C(=O)OCC2Cc2ccc3c(c2)OCO3)cc1OC (stereo unspecified) | -2 | .
C[C@@H]1CN([C@H](C)CO)C(=O)CCCn2cc(nn2)CO[C@H]1CN(C)C(=O)Oc1ccc2ccccc2c1 | 2 | 2
Clc1ccc(C(c2ccc(Cl)cc2)C(Cl)(Cl)Cl)cc1 | 0 | .
COc1ccc(OC(=O)N(C)C[C@@H]2OCc3cnnn3CCCC(=O)N([C@H](C)CO)C[C@@H]2C)cc1 | 4 | .
FC(F)(F)c1cccc(N2CCNCC2)c1 | 2&7 | .
O=C1CCC2(O)C3Cc4ccc(O)c5c4C2(CCN3CC2CC2)C1O5 (stereo unspecified) | . | 10
CCC1CN2CCC3(C(=O)Nc4cccc(O)c43)C2CC1/C(=C/OC)C(=O)OC (stereo unspecified) | -3 | -4
COc1ccc(OC(=O)N(C)C[C@@H]2OCc3cnnn3CCCC(=O)N([C@@H](C)CO)C[C@H]2C)cc1 | 1 | .
O=C1CCCN1CC#CCN1CCCC1 | 2 | .
CCOC(=O)c1ncn2c1C1CCCN1C(=O)c1cc(OC)ccc1-2 (stereo unspecified) | . | 16
COC(=O)C12CC3CC(C(C)O)C1N(CCc1c2[nH]c2ccc(OC)cc12)C3 (stereo unspecified) | 3 | -11
COc1ccc(C(=O)N2CCCC2=O)cc1 | -2 | .
COC(=O)[C@H]1O[C@@H]2C[C@H]3OC(n4cnc5c(N)ncnc54)[C@H](OC)[C@H]3O[C@@]2(O)[C@@H](O)[C@@H]1O (stereo partly specified) | 0 | -1
COC1CC(OC2CCC3(C)C(CCC4C3CCC3(C)C(C5=CC(=O)OC5)C(OC(C)=O)CC43O)C2)OC(C)C1OC1OC(COC2OC(CO)C(O)C(O)C2O)C(O)C(O)C1O (stereo unspecified) | 0 | -85
C[C@@]12C[C@@H](c3ccoc3)OC(=O)C1CC[C@]1(C)[C@H]2[C@H]2C=C[C@]1(O)C(=O)O2 (stereo partly specified) | 0 | .
O=c1c2ccccc2nc(C(F)(F)F)n1-c1ccccc1 | 1 | .
O=C1CCCC2C3CC(CN12)[C@@H]1CCCCN1C3 (stereo partly specified) | 1 | 9
c1ccc(C2CNCc3ccccc32)cc1 (stereo unspecified) | 3 | .
CC1=CC(=O)C2=C(C)C[C@H](O)[C@@H]3[C@H](OC(=O)[C@@H]3C)[C@@H]12 | 0 | 3
Cc1ccc(N2C(=O)NC(=O)C(CCc3ccccn3)(Cc3ccc(F)cc3)C2=O)cc1 (stereo unspecified) | -3 | 12
C=C(CO)C(=O)O[C@H]1C/C(C)=C\CC/C(CO)=C\[C@H]2OC(=O)C(=C)[C@H]12 | -4 | .
Cc1ccc2c(c1)Cc1c(C(=O)NC3CCCCC3)nn(-c3ccc(Cl)cc3Cl)c1-2 | . | -6
c1ccc2sc(C3(N4CCCC4)CCCCC3)cc2c1 | . | 4
CCCSP(=O)(OCC)SCCC | 2 | .
NP(N)(=O)NC(=O)c1ccc(F)cc1 | . | 16
COc1cc2c(cc1O)C1Cc3ccc(OC)c(O)c3CN1CC2 (stereo unspecified) | 0 | 4
C[C@@H]1CN([C@H](C)CO)C(=O)CCCn2nncc2CO[C@@H]1CN(C)C(=O)Oc1ccc2ccccc2c1 | 13 | 1
NCC(CS(=O)(=O)O)c1ccc(Cl)cc1 (stereo unspecified) | 1 | -15
CO[C@H]1[C@H](O)[C@H](O[C@H]2CC[C@]3(C)C4CC[C@]5(C)[C@H](C6=CC(=O)OC6)CC[C@]5(O)C4CC[C@@H]3C2)O[C@@H](C)[C@@H]1O[C@@H]1O[C@H](CO[C@@H]2O[C@H](CO)[C@@H](O)[C@H](O)[C@H]2O)[C@@H](O)[C@H](O)[C@H]1O (stereo partly specified) | -3 | -103
CCNC(=S)N1CCN(CC(=O)Nc2ccc(Cl)cc2C(=O)c2ccccc2)CC1 | 0 | -22
CCC1(c2ccc(N)cc2)CCC(=O)NC1=O (stereo unspecified) | -1 | .
C[C@H]1O[C@@H](O[C@H]2[C@@H](O)C[C@H](O[C@H]3[C@@H](O)C[C@H](O[C@H]4CC[C@]5(C)C6CC[C@]7(C)[C@@H](C8=CC(=O)OC8)CC[C@]7(O)C6CC[C@@H]5C4)O[C@@H]3C)O[C@@H]2C)C[C@H](O)[C@@H]1O (stereo partly specified) | 0 | .
COc1cc2c(cc1O)[C@@H]1Cc3ccc(OC)c(O)c3CN1CC2 | 4 | 1
CO[C@H]1[C@H](O)[C@@H](O[C@H]2CC[C@]3(C=O)C4CC[C@]5(C)[C@@H](C6=CC(=O)OC6)CC[C@]5(O)C4CC[C@@H]3C2)O[C@@H](C)[C@@H]1O (stereo partly specified) | 2 | .
COC(=O)C=CC(=O)NC1CCC2(O)C3Cc4ccc(O)c5c4C2(CCN3CC2CC2)C1O5 (stereo unspecified) | . | -26
Cc1cc(OCc2cc(C(=O)O)oc2C)c2c3c(c(=O)oc2c1)CCCC3 | 0 | -2
Clc1ccc(C2CC3CCC2N3)cn1 (stereo unspecified) | -1 | 18
C[C@H](CO)N1C[C@H](C)[C@H](CN(C)C(=O)Oc2ccccc2)OCc2cnnn2CCCC1=O | -9 | .
CCc1cccc(C)c1N(C(=O)CCl)C(C)COC (stereo unspecified) | 0 | .
O=C(NC(=O)c1c(F)cccc1F)Nc1cc(Cl)c(OC(F)(F)C(F)C(F)(F)F)cc1Cl (stereo unspecified) | 1 | .
C[C@H]1O[C@@H](O[C@H]2CC[C@]3(CO)C4CC[C@]5(C)[C@@H](C6=CC(=O)OC6)CC[C@]5(O)[C@@H]4CC[C@H]3C2)[C@H](O)[C@H](O)[C@@H]1O[C@@H]1O[C@H](CO)[C@@H](O)[C@H](O)[C@H]1O (stereo partly specified) | 1 | -84
Nc1ccc(CCN2CCN(c3cccc(C(F)(F)F)c3)CC2)cc1 | -3 | 0
CC(C)c1cc2c(cc1O)[C@@]1(C)CCCC(C)(C)[C@@H]1CC2O (stereo partly specified) | -4 | -28
COC(=O)C1=CO[C@H](C)[C@@H]2CN3CCC4(C(=O)Nc5ccccc54)C3C[C@H]12 (stereo partly specified) | . | -14
Cc1ccc2cc3c(ccc4ccccc43)c3c2c1CC3 | 2 | .
COC(=O)NC(=S)Nc1ccccc1NC(=S)NC(=O)OC | 1 | .
Cc1ccc2c(c1)C1(CCN(CCc3nc(-c4ccccc4)oc3C)CC1)OC(=O)N2 | . | -10
c1cncc([C@H]2CCCCN2)c1 | -2 | -13
CC[C@@H](CO)NC(=O)[C@@H]1C=C2c3cccc4[nH]cc(c34)C[C@H]2N(C)C1 | -5&-5 | .

Continuation:
SMILES | STK33 kin inh | p53 PUMA act
O=c1c2ccccc2[se]n1-c1ccccc1 | 6 | .
C=C[C@H]1[C@H](O[C@@H]2O[C@H](CO)[C@@H](O)[C@H](O)[C@H]2O)OC=C2C(=O)OCC[C@H]21 | -3 | 3
C[C@H]1O[C@@H](O[C@H]2[C@@H](O)C[C@H](O[C@H]3[C@@H](O)C[C@H](O[C@H]4CC[C@@]5(C)[C@H](CC[C@@H]6[C@@H]5CC[C@]5(C)[C@@H](C7=CC(=O)OC7)CC[C@]65O)C4)O[C@@H]3C)O[C@@H]2C)C[C@H](O)[C@@H]1O | -8 | .
N[C@H](CO)Cc1ccccc1 | 2 | -8
CCN(CC)CCOC1CCC2(C)C(=CCC3C4CCC(=O)C4(C)CCC32)C1 (stereo unspecified) | . | -59
COc1ccc2c(c1OC)CN1CCc3cc4c(cc3C1C2)OCO4 (stereo unspecified) | -1 | .
N#C[C@@H](OC1OC(COC2OCC(O)C(O)C2O)C(O)C(O)C1O)c1ccccc1 (stereo partly specified) | -2 | 0
Cc1ccc2c(c1)-c1cc(C)nn1C(c1cccnc1)N2 (stereo unspecified) | . | 34
CC(=O)OC[C@]12C[C@H](O)C(C)=C[C@H]1O[C@@H]1[C@H](O)[C@@H](OC(C)=O)[C@@]2(C)[C@]12CO2 | -2 | .
COC1CC(O[C@H]2CC[C@@]3(C)C(CCC4C3CC[C@]3(C)C(C5=CC(=O)OC5)CCC43O)C2)OC(C)C1OC1OC(COC2OC(CO)C(O)C(O)C2O)C(O)C(O)C1O (stereo partly specified) | -1 | -81
CC(N)Cc1ccc(O)cc1 (stereo unspecified) | 1 | .
C[C@@H]1C(=O)O[C@H]2[C@H]1CC[C@@]1(C)C=CC(=O)[C@@]3(C)O[C@@]213 | 8 | .
C=C(C)CN1CC[C@]23c4c5ccc(O)c4O[C@H]2c2[nH]c4ccccc4c2C[C@@]3(O)C1C5 | . | -23
CC(C)Nc1nc(Cl)nc(NC(C)C)n1 | 0 | .
O=C1NC(=O)c2c1c1c3ccccc3[nH]c1c1[nH]c3ccccc3c21 | . | -49
CCN1C[C@]2(COC)[C@H](O)C[C@H](OC)[C@@]34[C@@H]5C[C@]6(O)[C@H](OC(=O)c7ccccc7)[C@@H]5[C@@](OC(C)=O)(C([C@H](OC)[C@H]23)[C@@H]14)[C@@H](O)[C@@H]6OC | -1 | 12
C/C=C(\C)C(=O)OC1C(C)=C2C(C1OC(=O)CCCCCCC)C(C)(OC(C)=O)CC(OC(=O)CCC)C1(O)C2OC(=O)C1(C)O (stereo unspecified) | -8 | .
COC(=O)C1=COC(C)C2CN3CCc4c([nH]c5cc(OC)ccc45)C3CC12 (stereo unspecified) | 7 | .
C[C@@H]1CN([C@H](C)CO)C(=O)CCCn2cc(nn2)CO[C@@H]1CN(C)C(=O)Oc1ccc2ccccc2c1 | -2 | .
CC1=CC(=O)C2=C(C)C[C@H](O)[C@@H]3[C@H](OC(=O)[C@H]3C)[C@@H]12 | -11 | -2
CCCN(CCC)CCc1c[nH]c2ccc(C(N)=O)cc12 | -1 | 16
C[C@H](CO)N1C[C@H](C)[C@H](CN(C)C(=O)Oc2ccc3ccccc3c2)OCc2cnnn2CCCC1=O | -2 | 6
C[C@]12CC[C@H](O)C[C@H]1CC[C@@H]1[C@@H]2CC[C@]2(C)[C@@H](C3=CC(=O)OC3)CC[C@]12O | 1 | -78
CCN1C[C@]2(C)CC[C@H](OC)[C@@]34C2[C@H](O)C([C@@H]13)[C@@]1(OC)C[C@H](OC)[C@H]2C[C@@H]4[C@@H]1[C@H]2O | 0 | .
OC[C@H]1O[C@@H](Oc2c[nH]c3ccc(Br)c(Cl)c23)[C@H](O)[C@@H](O)[C@H]1O | 3 | .
CCC(CO)NC(=O)C1C=C2c3cccc4[nH]cc(c34)CC2N(C)C1 (stereo unspecified) | . | -3
COC(=O)C12CC3CC(C(C)O)C1N(CCc1c2[nH]c2cc(OC)ccc12)C3 (stereo unspecified) | -1 | .
C[C@H]1CN([C@@H](C)CO)C(=O)CCCn2cc(nn2)CO[C@@H]1CN(C)C(=O)Oc1cccc2ccccc12 | -2 | .
OC[C@H]1O[C@@H](n2cnc3cc(Cl)c(Cl)cc32)C(O)[C@H]1O (stereo partly specified) | 10 | 22
COC(=O)CC1(CC(=O)OC)C(=O)N(C)C(=O)N(C)C1=O | -2 | 6
CCc1ccc(NC2=NCCS2)cc1 | . | 61*

Quoted from the listing:
Result of CCNC(=S)N1CCN(CC(=O)Nc2ccc(Cl)cc2C(=O)c2ccccc2)CC1 in STK33 kin inh: 0
Result of OC[C@H]1O[C@@H](Oc2c[nH]c3ccc(Br)c(Cl)c23)[C@H](O)[C@@H](O)[C@H]1O in STK33 kin inh: 3
Result of C[C@H](CO)N1C[C@H](C)[C@H](CN(C)C(=O)Oc2ccc3ccccc3c2)OCc2cnnn2CCCC1=O in p53 PUMA act: 6
Result of COc1ccccc1N1C(=O)NC(=O)C(CCc2ccncc2)(Cc2cccc3ccccc23)C1=O (stereo unspecified) in p53 PUMA act: -7
Result of COC(=O)NC(=S)Nc1ccccc1NC(=S)NC(=O)OC in STK33 kin inh: 1
Result of CC(N)Cc1c[nH]c2ccc(OCc3cccs3)cc12 (stereo unspecified) in STK33 kin inh: 1
Result of CCN1C[C@]2(C)CC[C@H](OC)[C@@]34C2[C@H](O)C([C@@H]13)[C@@]1(OC)C[C@H](OC)[C@H]2C[C@@H]4[C@@H]1[C@H]2O in STK33 kin inh: 0
